Screening results from PubChem.
Salmonella PhoP GFP: PhoP regulon inhibitors, Salmonella typhi PhoP promoter GFP reporter, confirmatory (AID 1850); Salmonella Typhi PhoP-promoter GFP reporter, fluorescence, 4 h; higher % means a stronger effect; inhibition, % at 50 µM; hits with a dose series show IC50 in µM; 0.33% of 310,000 active; in the data active = a potency from the dose series; inconclusive = inhibition mostly from about 25% at the one dose, without a potency; inactive = the rest, 99 in 100 with inhibition below about 19%;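 also: 0% = induced wells with vehicle and 100% = uninduced wells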
M. tuberculosis: growth inhibition of non-replicating M. tuberculosis (AID 488890). Mycobacterium tuberculosis non-replicating, growth inhibition; higher % means a stronger effect. inhibition, % at 25 µM, or IC50 in µM where a hit was titrated. 0.39% of 320,000 active; in the data active = a potency from the dose series; inconclusive = inhibition mostly from about 82% at the one dose, without a potency; inactive = the rest, 99 in 100 with inhibition below about 76%;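 also: plate controls were DMSO cells for no effect and high antibiotic wells for full effect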
influenza NS1A: NS1A inhibition, H1N1 influenza, cell based functional assay (AID 504329); NS1A functional cell-based assay, percent inhibition; higher % means a stronger effect; one-dose inhibition, % at 12.5 µM; IC50 in µM for titrated hits; 0.3% of 340,000 active; in the data active = a potency from the dose series; inconclusive = inhibition above about 27% without an active follow-up result; also: strong numbers were not always called active
M. tuberculosis HTS: M. tuberculosis growth inhibition, HTS (AID 449762). M. tuberculosis H37Rv growth inhibition, 7H9 media; higher % means a stronger effect. inhibition, % at 25 µM; hits with a dose series show IC50 in µM. 0.59% of 330,000 active; in the data active = a potency from the dose series; inconclusive = inhibition above about 70% without an active follow-up result;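 also: bacterial growth assessed after seven days of incubation; strong numbers were not always called active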
inhibitors of VEEV: inhibitors of VEEV TC-83 cytopathic effect, confirmation, Vero cells (AID 588727). Vero cells, VEEV TC-83 cytopathic effect inhibition; higher % means a stronger effect. inhibition, % at 20 µM; hits with a dose series show IC50 in µM. 0.13% of 350,000 active; in the data active = a potency from the dose series; inconclusive = inhibition mostly from about 14% at the one dose, without a potency; inactive = the rest, 99 in 100 with inhibition below about 12%; also: strong numbers were not always called active
* marks the source's active call; other numbers are inactive results; i = inactive; u = inconclusive; x = not tested or not shown; & = joins results of further samples.

SMILES	Salmonella PhoP GFP	M. tuberculosis	influenza NS1A	M. tuberculosis HTS	inhibitors of VEEV
Cc1ccc(S(=O)(=O)CCC(=O)OCc2nnc(-c3ccccc3)o2)cc1	x	17%	-15%	1%	0.7%
O=c1[nH]c(CN(CCO)CCO)nc2c1C1(CCCCC1)Cc1ccccc1-2	0%	36%	-1%	35%	i
CC1=C(C(=O)O)N2C(=O)[C@@H](NC(=O)CCCC(=O)O)[C@H]2SC1	2%	-11%	-2%	-3%	0.4%
CCN(CC)C(=O)COc1ccc(/C(C)=N/Nc2ncc(Cl)cc2Cl)cc1	3%	2%	-3%	11%	i
CCc1cccc(C)c1NC(=O)COC(=O)CC1CCCC1	4%	38%	-1%	36%	i
COc1ccccc1S(=O)(=O)Nc1cccc(S(=O)(=O)N2CCCC2)c1	x	4%	-2%	5%	0.4%
O=C(c1ccncc1)N1CCN(C(=O)c2cccc3ccccc23)CC1	4%	-5%	-4%	-3%	1.9%
C=CCn1c(SCC(=O)Nc2ncc(Cc3cc(Cl)ccc3Cl)s2)nnc1-c1ccncc1	6%	5%	19%	-4%	i
Cc1ccc(SCCOCCN2CCc3ccccc3C2)cc1	3%	62%	-1%	2%	i
Cc1cccc(OCc2occc2C(=O)Nc2cccc(-n3cnnn3)c2)c1	10%	6%	4%	1%	5.9%
CCC(=O)Nc1ccc(NC(=O)CN2CCCC(C)C2)c(Cl)c1 (stereo not given)	6%	24%	-4%	-3%	2.6%
CC(C)(C)NC(=O)C(c1ccccc1)N(C(=O)CNC(=O)c1cccs1)c1cccnc1 (stereo not given)	9%	2%	7%	-9%	0.9%
CCc1cccc2c(C(=O)CCl)c[nH]c12	-4%	u	-2%	0.78µM*	u
O=C(Cc1ccc(NC(=O)C2CCCN(C(=O)C3CCCCC3)C2)cc1)Nc1cccc(C(=O)N2CCCC2)c1 (stereo not given)	x	x	-26%	x	i
CCCc1cc(=O)oc2cc(OCC(=O)N(C)C)c(Cl)cc12	12%	-10%	-4%	6%	i
CN(C)NC(=O)C(NC(=O)c1ccccc1)C12CC3CC(CC(C3)C1)C2 (stereo not given)	0%	-9%	-9%	-2%	0.7%
CCN(Cc1ccccc1)S(=O)(=O)c1ccc(C(=O)N(CCCN(C)C)c2nc3cc4c(cc3s2)OCCO4)cc1	17%	30%	13%	40%	4.2%
COc1nc(OC)nc(N2CCC(C(=O)NCC3CCCCC3)CC2)n1	-8%	1%	-3%	-4%	4.4%
CC1CCc2[nH]c3ccc(C(=O)N(C)CC(=O)Nc4ccc(F)cc4)cc3c2C1 (stereo not given)	-2%	13%	0%	-5%	3.3%
Cc1nn(-c2ccccc2)c(Cl)c1/C=N/O	-9%	52%	-7%	u	0.4%

Not a retest: an excerpt of the list.
SMILES	Salmonella PhoP GFP	M. tuberculosis	influenza NS1A	M. tuberculosis HTS	inhibitors of VEEV
CCC(=O)Nc1ccc(NC(=O)CN2CCCC(C)C2)c(Cl)c1 (stereo not given)	6%	24%	-4%	-3%	2.6%
CC(C)(C)NC(=O)C(c1ccccc1)N(C(=O)CNC(=O)c1cccs1)c1cccnc1 (stereo not given)	9%	2%	7%	-9%	0.9%
CCc1cccc2c(C(=O)CCl)c[nH]c12	-4%	u	-2%	0.78µM*	u
O=C(Cc1ccc(NC(=O)C2CCCN(C(=O)C3CCCCC3)C2)cc1)Nc1cccc(C(=O)N2CCCC2)c1 (stereo not given)	x	x	-26%	x	i
CCCc1cc(=O)oc2cc(OCC(=O)N(C)C)c(Cl)cc12	12%	-10%	-4%	6%	i
CN(C)NC(=O)C(NC(=O)c1ccccc1)C12CC3CC(CC(C3)C1)C2 (stereo not given)	0%	-9%	-9%	-2%	0.7%
CCN(Cc1ccccc1)S(=O)(=O)c1ccc(C(=O)N(CCCN(C)C)c2nc3cc4c(cc3s2)OCCO4)cc1	17%	30%	13%	40%	4.2%

Carrying on.
SMILES	Salmonella PhoP GFP	M. tuberculosis	influenza NS1A	M. tuberculosis HTS	inhibitors of VEEV
COC(=O)C1=C(N)Oc2c(c(=O)oc3ccccc23)[C@]12C(=O)N(C)c1ccccc12	7%	-4%	0%	-9%	0.0%
Cc1csc(SCC(=O)Nc2oc(C)c3c(C)n[nH]c(=O)c23)n1	8%	-11%	-9%	-5%	3.8%
Cc1ccnc(NCc2c(O)ccc3ccccc23)c1	5%	u	7%	17%	i
CN(CCc1ccccn1)C(=O)CCNC(=O)Cn1cnc2ccccc2c1=O	-5%	2%	17%	-7%	1.6%
COc1cc2c(c3ccccc13)CCCC2=O	x	x	7%	x	i
O=C(NC1CCCCCC1)C1CC(=O)N(Cc2ccccc2)C1 (stereo not given)	-9%	-4%	8%	-8%	0.9%
CCOc1ccc2nc(SCC(=O)NC3CCCc4ccccc43)sc2c1 (stereo not given)	8%	10%	10%	5%	i
CC(=O)c1ccc(Nc2nc(NCCO)nc(OC(C(F)(F)F)C(F)(F)F)n2)cc1	-5%	-1%	1%	0%	9.2%
COc1ccc(NC(=O)Nc2ccc3c(c2)CCC3)cc1OC	4%	-12%	-9%	9%	0.6%
C=CCN(C(=O)CCC(=O)Nc1cc(C)on1)C(C(=O)NC(C)(C)C)c1ccc(OC)cc1 (stereo not given)	6%	-4%	-5%	-6%	0.5%
COc1ccccc1N(C(=O)NCc1ccccc1)C1=NCC(C)S1 (stereo not given)	4%	21%	26%	6%	0.9%
CC(C)Oc1ccc(CNC(=O)CCCN2C(=O)C(c3ccccc3)Oc3cccnc32)cc1 (stereo not given)	-8%	-3%	-6%	0%	2.9%
O=c1[nH]c2cc3c(cc2cc1C(c1nnnn1C1CCCC1)N1CCSCC1)OCCO3 (stereo not given)	-10%	-2%	9%	-14%	10.0%
COc1ccccc1-c1ccc(/C=C2\C=CC(=O)O2)o1	-18%	8%	x	-2%	11%
COc1ccc(CN(C)C2c3ccccc3-c3ccccc32)cc1	1%	2%	-2%	-3%	1.2%
Cc1onc(C(=O)Nc2cccnc2Cl)c1[N+](=O)[O-]	6%	53%	0%	7%	0.1%
O=C(Nc1cccc(Br)c1)c1cc(S(=O)(=O)N2CCOCC2)cs1	-8%	0%	-10%	1%	8.0%
O=C(c1ccco1)N1CCN(c2ccc([N+](=O)[O-])cc2Cl)CC1	0%	12%	19%	2%	i
CCC(C)Nc1nc(N)c([N+](=O)[O-])c(NCCO)n1 (stereo not given)	7%	9%	0%	-1%	1.6%
CCCOC1CCCN(C(=O)c2cc(COc3cncc(Cl)c3)on2)C1 (stereo not given)	x	x	-8%	x	5.6%

Sorted by SMILES length (largest number first): 3 of the compounds above.
SMILES	Salmonella PhoP GFP	M. tuberculosis	influenza NS1A	M. tuberculosis HTS	inhibitors of VEEV
O=C(c1ccco1)N1CCN(c2ccc([N+](=O)[O-])cc2Cl)CC1	0%	12%	19%	2%	i
COc1ccc(NC(=O)Nc2ccc3c(c2)CCC3)cc1OC	4%	-12%	-9%	9%	0.6%
Cc1ccnc(NCc2c(O)ccc3ccccc23)c1	5%	u	7%	17%	i

Going on with the list:
SMILES	Salmonella PhoP GFP	M. tuberculosis	influenza NS1A	M. tuberculosis HTS	inhibitors of VEEV
O=C(CCCNC(=O)c1ccc(Cl)cc1)Nc1ncccc1O	-6%	-5%	16%	-7%	0.5%
COc1ccc(C2=NN(C(C)=O)CC2c2cccc([N+](=O)[O-])c2)cc1 (stereo not given)	1%	22%	5%	8%	0.9%
CCOC(=O)c1sc2ncn(/N=C/c3ccc(O)c(OC)c3)c(=O)c2c1C	0%	70%	-6%	54%	i
Cc1ccc(S(=O)(=O)N2c3ccccc3OCC2c2ccccc2)cc1 (stereo not given)	-11%	20%	0%	x	3.0%
Cn1cc(Cl)cc(C(=O)Nc2ccccc2)c1=O	-1%	-4%	-9%	-3%	i
CC(=O)Nc1cccc(OCC(=O)NCCC2=CCCCC2)c1	-5%	2%	5%	0%	0.1%
Cc1nc(C)c(NC(=O)OC(C)C)cc1NC(=O)OC(C)C	-11%	-1%	0%	4%	0.5%
O=C(Nc1nc2ccc([N+](=O)[O-])cc2s1)c1ccncc1	5%	24%	-15%	-1%	8.8%
CCCCNCc1ccc(SC)cc1	-3%	-8%	-5%	-1%	i
Cc1ccc(NC(=O)N/C=C/c2ccco2)cc1C	13%	20%	-2%	4%	i
O=C(CSc1nc2ccccc2c(=O)n1CCCO)Nc1ccc2c(c1)OCCO2	x	x	3%	x	11%
CCN(CC)C(=O)CC(c1ccc(OC)cc1)c1c(OC)cc(OC)c2ccc(=O)oc12 (stereo not given)	10%	-4%	-2%	0%	0.3%
COc1ccc(CN2C(=O)c3cccnc3C2=O)cc1S(=O)(=O)N1CCOc2ccccc21	-3%	0%	-1%	2%	2.1%
CC1CC(Nc2ccccc2)=CC(=O)O1 (stereo not given)	1%	-3%	-18%	-3%	4.7%
c1ccc(-c2nc3c(ccc4ccccc43)[nH]2)nc1	-6%	i	-9%	6.8µM*	9.5%
O=C(NCC(O)c1ccccc1)c1ccccc1 (stereo not given)	4%	0%	8%	-2%	0.6%
O=C(NC1CCCCC1)C(c1ccccc1F)N(Cc1ccco1)C(=O)c1ccccn1 (stereo not given)	13%	3%	8%	-4%	0.0%
CSCCC(NC(=O)COc1ccccc1)C(=O)NCCOc1ccc(C)cc1 (stereo not given)	-4%	15%	10%	1%	2.3%
C[C@@H]1CN([C@H](C)CO)C(=O)c2cc(NC(=O)NC3CCCCC3)ccc2O[C@H]1CN(C)S(C)(=O)=O	x	11%	-19%	-4%	2.9%
O=C(COC(=O)[C@@H]1CCCN1S(=O)(=O)c1ccccc1F)Nc1ccc(OC(F)F)cc1	2%	1%	-19%	-9%	3.8%
CCOC(=O)c1cc(-c2ccccc2)sc1NC(=O)COC	-7%	3%	-1%	12%	0.6%
COC(=O)c1c(C)nn(-c2ccccc2)c1-n1cccc1	-4%	12%	6%	6%	i
COc1ccc(C(CC(=O)c2ccc(C)cc2)C(C#N)C#N)cc1OC (stereo not given)	-2%	28%	-2%	-1%	11%
O=c1c2ccccc2nc(/C=C/c2c[nH]c3ccccc23)n1-c1ccc([N+](=O)[O-])cc1	-9%	-3%	-3%	-14%	11%
O=C(C1CCCN(S(=O)(=O)c2cccc3nsnc23)C1)N1CC=C(c2ccccc2)CC1 (stereo not given)	-21%	56%	8%	-2%	7.8%
O=[N+]([O-])c1ccc(SCCc2ccncc2)cc1	-3%&16%	62%&80%	-2%	-9%&5%	1.7%
CCC(=O)c1c[nH]c(C(=O)NCCCn2ccnc2)c1	1%	-12%	-9%	-8%	1.5%
CN(C(=O)CSc1nnc(NC2CCCCC2)s1)C1CCS(=O)(=O)C1 (stereo not given)	-6%	-7%	11%	-4%	0.1%
O=C(CSc1ncc(-c2ccc(F)cc2)n1Cc1ccco1)Nc1nccs1	-7%	6%	11%	-1%	2.5%
Cc1cc(Cl)cc(C)c1OCCCCN1CCOCC1	2%	15%	-12%	2%	i
Fc1ccc(C2=CC(c3ccco3)n3ncnc3N2)cc1 (stereo not given)	-5%	-18%	-2%	-4%	4.1%
CCOc1ccc(C(=O)OCC(=O)Nc2cccc(S(=O)(=O)N3CCCC3)c2)cc1	x	26%	-7%	3%	3.1%
CC(C)OC(=O)CSc1ncnc2c1cnn2-c1ccccc1	-1%	u	4%	u	i
CC(=O)Nc1ccc2c(c1)CCCC2	0%	1%	-2%	-12%	0.1%
O=C(COC(=O)C1CC2CCCC(C1)C2=O)Nc1nc(-c2ccc(F)c(F)c2)cs1 (stereo not given)	-2%	-3%	1%	52%	4.9%
CCCCCOC(=O)C1=C(C)NC(=O)NC1c1ccccc1OCC (stereo not given)	-5%	14%	1%	-10%	5.2%
FC(F)(F)c1ccc(-c2n[nH]c(=S)o2)nc1	0%	-6%	0%	0%	1.5%
Cc1oc(-c2ccccc2F)nc1CS(=O)(=O)CC(=O)NC1CCCC(C)C1C (stereo not given)	2%	19%	-4%	4%	2.4%
COc1ccc(-c2cc3nc(-c4ccccc4)cc(N4CCC5(CC4)OCCO5)n3n2)cc1	-6%	34%	-1%	-6%	5.1%
CSc1ccc(C(=O)N2CCc3ccc(NC(=O)c4ccccn4)cc3C2)cc1	-1%	u	8%	u	7.9%
CCOC(=O)C1CCN(C(=O)CSc2ccccc2)CC1	-7%	59%	3%	2%	1.0%
COc1ccc(CC(=O)OCC(=O)NC(=O)Nc2ccccc2F)cc1	x	61%	-2%	-3%	1.3%
CC(NC(=O)COC(=O)C12CC3CC(CC(Br)(C3)C1)C2)c1ccccc1 (stereo not given)	x	4%	4%	-1%	11%
Cc1ccccc1OCCOC(=O)c1ccc(S(=O)(=O)N2CCCC2)cc1	x	-2%	4%	-1%	8.3%
CCc1c(C(C)S(=O)(=O)c2ccccc2)[nH]c(=O)n1CC (stereo not given)	-10%	-10%	5%	-5%	0.3%
COc1ccc(O)c(-c2cc(-c3ccc(F)cc3)n[nH]2)c1	1%	-22%	0%	1%	6.7%
